Nrf2 inh: blocks Nrf2 signaling. A549 ARE-Fluc reporter, luciferase luminescence, 18-24 h. hit rate 2.1% among 360,000. AID 504444. Potency, µM (titrated, usually from 46 µM), for the others: at the highest dose activity change, negative = inhibition, actives largely listed as inhibitors; note: potency is the fitted concentration of half-maximal effect; % is set by controls: 0 for no effect and ±100 for the full control effect; nearly all actives have a fitted effect of over 60% in size
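Nrf2 function is reported as luminescence of an ARE-controlled luciferase in A549 cells. Compounds were tested at several concentrations, and a CellTiter-Fluor read on the same wells flagged cytotoxicity.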
IL1B secr inh: blocks inflammasome-driven IL-1 beta release; AID 743279; activity change, % at 57.5 µM; THP-1 LPS/ATP IL-1B secretion, AlphaLISA, 16 h; hits give low values; hit rate 4.7% among 360,000; in the data active = activity change below about -50%; inconclusive = mostly about -30% to -49%; note: % is set by controls: 0 for no effect and ±100 for the full control effect
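THP-1 cells pretreated 1 hr with compounds (up to 57.5 uM final), then stimulated with LPS (250 ng/mL final) plus ATP (1.25 mM final); secreted IL-1B measured by AlphaLISA after 16 hr, decreased signal indicating inhibition.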
MCF10A rereplic: induces DNA re-replication in MCF 10a normal breast cells. MCF 10A DNA re-replication, Hoechst nuclear intensity, 48 h. Potency, µM (series often up to 46.1 µM), inactives show at the top dose activity, positive = re-replication, usual class: activators. hit rate 2.9% among 350,000; note: potency is the fitted concentration of half-maximal effect; % of control where 0% means no effect; nearly all actives have a fitted effect of over 50% in size
TGFb SMAD3 inh: TGF-b pathway inhibition; HepG2 CAGA-GFP TGF-b/SMAD3 reporter, GFP fluorescence, 18 h; TGF-beta stimulated, 500 pg/mL final; Potency, µM (series often up to 46.1 µM), without a hit: top-dose activity, negative = inhibition, usual class: inhibitors; hit rate 1.2% among 410,000; AID 588855; note: potency is the fitted concentration of half-maximal effect; % is set by controls: 0 for no effect and ±100 for the full control effect; nearly all actives have a fitted effect of over 65% in size
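First, reporter cells (HEPG2 CAGA-GFP) rested 2 h at 37 degrees C. Next, compounds were pinned in and TGF-beta added to 500 pg/mL final. After 18 h, GFP was imaged per cell and summed per well.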
ATXN viability: reduces viability in counter-screen for ATXN expression inhibitors; S2 cells (HEK-293 line with an ATXN2-luciferase reporter) viability, CellTiter-Fluor protease fluorescence, 24 h; Potency, µM (series often up to 56.7 µM), actives largely listed as cytotoxic; hit rate 0.49% among 400,000; AID 651635; note: potency is the fitted concentration of half-maximal effect; nearly all actives have a fitted effect of over 40% in size
A549 tox: A549 cytotoxicity, counter-screen for Nrf2 inhibitors; A549 ARE-Fluc cells, CellTiter-Fluor viability, 18-24 h; hit rate 0.16% among 390,000; Potency, µM (titrated, usually from 46 µM), for the others: top-dose activity change, negative = cytotoxicity, usual class: inhibitors; note: potency is the fitted concentration of half-maximal effect; % is set by controls: 0 for no effect and ±100 for the full control effect
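Cytotoxicity counterscreen: CellTiter-Fluor fluorescence was measured in A549 ARE_Fluc cells after 18-24 h of compound exposure in a concentration series. The subsequent BugLite luminescent read reports ARE-luciferase activity.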
HepG2 viability: kills HepG2 cells in TGF-b inhibitor counter-screen | HepG2 CAGA-GFP viability, ATP luminescence, 18 h | AID 588856 | Potency, µM (titrated, usually from 46.1 µM), for inactives: top-dose activity change, negative = cytotoxicity, actives largely listed as cytotoxic | hit rate 0.76% among 410,000; note: potency is the fitted concentration of half-maximal effect; some results filed as inactive show a strong effect at the top dose
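CellTiter-Glo luminescence gave cytotoxicity after 18 hours at 37 degrees C. The cells were HepG2 CAGA-GFP in 1% FBS DMEM, stimulated with 500 pg/mL TGF-beta after compound addition. %Activity was normalised to no-cell wells (complete cell-killing) and DMSO (no toxicity), and curves were fitted and classified.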
Nrf2 activator: activates Nrf2 signaling. AREc32 ARE-luciferase reporter (MCF7-derived line), luminescence, 24 h. Potency, µM (series often up to 46.1 µM), without a hit: at the top dose activation, actives largely listed as activators. hit rate 0.31% among 410,000; note: potency is the fitted concentration of half-maximal effect; % of control where 0% means no effect; nearly all actives have a fitted effect of over 65% in size
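AREc32_Fluc, 1000 cells/well, OPTI-MEM + 5% FBS, o/n 37 deg C 5% CO2; 23 nL cpd by pin tool, 24 hr; Steady-Glo 30 min RT, luminescence.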
ATXN2 expr inh: reduces ATXN2 reporter expression in HEK-293 cells. hit rate 0.72% among 360,000. Potency, µM (doses to about 57 µM), without a hit: top-dose activity change, negative = inhibition, usual class: inhibitors. HEK-293 ATXN2-luciferase reporter, luminescence, 24 h; note: potency is the fitted concentration of half-maximal effect; % is set by controls: 0 for no effect and ±100 for the full control effect; nearly all actives have a fitted effect of over 55% in size
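ATXN2-luciferase reporter cells (luciferase flanked by upstream and downstream ATXN2 gene portions) were treated 24 h at 37 °C with compounds at up to 57 uM. SteadyGlo luminescence gave expression; GF-AFC fluorescence gave viability.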
Numbers without * were called inactive; [ ] = dose if it differs, or a comment. Unless noted, calls come from the whole dose curve; as a rule, active = well fitted curve in the direction sought with a large enough effect; inconclusive = small, poorly fitted or top-dose-only effect, or another doubt; inactive = no such curve, though single readings can be large; an effect the other way counts as inactive or inconclusive.

Screening Cc1ccc([C@@H]2CC(=O)[C@@H]3CN(S(=O)(=O)c4ccc(C)cc4)[C@H](c4ccccc4)C[C@@H]3N2S(=O)(=O)c2ccc(C)cc2)cc1 returned IL1B secr inh -7, TGFb SMAD3 inh -20%, ATXN viability inconclusive, HepG2 viability -12%, Nrf2 activator 0.5% and ATXN2 expr inh -2%.
C/C(=N\NC(=O)C(N)=O)c1ccc2c(c1)OCCO2 was read as Nrf2 inh -2%, IL1B secr inh 24, MCF10A rereplic 0%, TGFb SMAD3 inh -23%, ATXN viability inactive, A549 tox -5%, HepG2 viability 0%, Nrf2 activator 2.3% and ATXN2 expr inh inconclusive.
Screening CCCCN1CNC(=S)N(CCc2ccccc2)C1 returned Nrf2 inh 0%, IL1B secr inh 12, MCF10A rereplic -15%, TGFb SMAD3 inh 13%, ATXN viability inactive, A549 tox 1%, HepG2 viability 12%, Nrf2 activator -1.9% and ATXN2 expr inh -1%.
Cc1ccc(C(=O)N/C(=C\c2ccc(Cl)cc2)C(=O)NCCN2CCOCC2)cc1 was read as Nrf2 inh -7%, IL1B secr inh -28, MCF10A rereplic 0%, TGFb SMAD3 inh 17%, ATXN viability inactive, A549 tox 0%, HepG2 viability -4%, Nrf2 activator 0.4% and ATXN2 expr inh 4%.
Cc1ccc(NC(=O)CNCc2ccccc2)cc1Br was read as Nrf2 inh 8%, IL1B secr inh -9, MCF10A rereplic 0%, TGFb SMAD3 inh -29%, ATXN viability inactive, A549 tox 1%, HepG2 viability -26%, Nrf2 activator 3.8% and ATXN2 expr inh 5%.
`O=C(CSCCO)Nc1ccc(C2CCCCC2)cc1` gave Nrf2 inh 3%, IL1B secr inh 5, MCF10A rereplic 20%, TGFb SMAD3 inh 5%, ATXN viability inactive, A549 tox -14%, HepG2 viability -2%, Nrf2 activator 3.0% and ATXN2 expr inh 42%[activator].
`CN(c1ccccc1)S(=O)(=O)c1ccc(C(=O)Nc2nccs2)cc1` gave Nrf2 inh -24%, IL1B secr inh 9, MCF10A rereplic 3%, TGFb SMAD3 inh -27%, ATXN viability inactive, A549 tox -1%, HepG2 viability 0%, Nrf2 activator 0.0% and ATXN2 expr inh 6%.
CC1Oc2ccccc2N(CC(=O)NCC2CCCO2)C1=O (stereo unspecified) was read as Nrf2 inh -9%, IL1B secr inh 10, MCF10A rereplic -7%, TGFb SMAD3 inh -29%, ATXN viability inactive, A549 tox 1%, HepG2 viability -19%, Nrf2 activator -0.2% and ATXN2 expr inh 3%.
O=C(OCc1nc2ccccc2s1)C1CCN(S(=O)(=O)c2cccs2)CC1 was read as Nrf2 inh inconclusive, IL1B secr inh 20, MCF10A rereplic 5%, TGFb SMAD3 inh -10%, ATXN viability inactive, A549 tox -1%, HepG2 viability -10%, Nrf2 activator 2.8% and ATXN2 expr inh 57%[activator].
For COc1ccc(C(CNC(=O)c2nn(-c3ccccc3)c(=O)c3ccccc23)N2CCOCC2)cc1 (stereo unspecified) the results were Nrf2 inh -11%, IL1B secr inh 40, MCF10A rereplic 5%, TGFb SMAD3 inh -8%, ATXN viability inactive, A549 tox 0%, HepG2 viability -1%, Nrf2 activator -0.6% and ATXN2 expr inh -27%.
Screening COc1ccc(S(=O)(=O)NCc2cccn2Cc2cccc(C)c2)cc1 returned TGFb SMAD3 inh -10%, ATXN viability inactive, A549 tox -19%, HepG2 viability -3%, Nrf2 activator 0.6% and ATXN2 expr inh -7%.
Screening CCOP(=O)(O)c1ccccc1OCCCCCOc1ccccc1P(=O)(O)OCC returned Nrf2 inh 4%, IL1B secr inh 34, MCF10A rereplic 2%, TGFb SMAD3 inh -1%, ATXN viability inactive, A549 tox -2%, HepG2 viability 5%, Nrf2 activator -0.8% and ATXN2 expr inh -6%.
For Cc1cc(Br)c(Oc2cc(NN3CCCCC3)c([N+](=O)[O-])cc2[N+](=O)[O-])c(Br)c1 the results were Nrf2 inh 14%, IL1B secr inh 0, MCF10A rereplic 1%, TGFb SMAD3 inh 2%, ATXN viability inactive, A549 tox -2%, HepG2 viability -20%, Nrf2 activator 0.2% and ATXN2 expr inh 7%.
For O=C(COC(=O)c1cc(Cl)nc2ccccc12)c1ccc(Cl)cc1 the results were Nrf2 inh 4%, IL1B secr inh 20, MCF10A rereplic 14%, TGFb SMAD3 inh 2%, ATXN viability inactive, A549 tox 2%, HepG2 viability 6%, Nrf2 activator -0.4% and ATXN2 expr inh -4%.
O=[N+]([O-])c1ccc(-c2csc(NN=C3CCCC3)n2)cc1 was read as Nrf2 inh -8%, IL1B secr inh inconclusive, MCF10A rereplic 1%, TGFb SMAD3 inh inconclusive, ATXN viability inactive, A549 tox -5%, HepG2 viability -27%, Nrf2 activator 2.1% and ATXN2 expr inh -15%.
Screening O=S(=O)(c1ccc(Cl)s1)N1CCC2(CC1)OCCO2 returned Nrf2 inh inconclusive, IL1B secr inh -7, MCF10A rereplic 2%, TGFb SMAD3 inh -13%, ATXN viability inactive, A549 tox 0%, HepG2 viability -4%, Nrf2 activator 0.6% and ATXN2 expr inh -4%.
Screening CC(C)(C)[C@H]1C=C(C(=O)NCc2nc3ccccc3[nH]2)O[C@@H](OCc2ccc(CO)cc2)C1 returned Nrf2 inh -24%, IL1B secr inh -1, MCF10A rereplic -3%, TGFb SMAD3 inh inconclusive, ATXN viability inactive, A549 tox -7%, HepG2 viability -24%, Nrf2 activator 0.8% and ATXN2 expr inh -11%.
Cc1ccc(-n2nc(-c3ccc(OC(F)(F)F)cc3)cc2N)cc1C was read as Nrf2 inh 2%, IL1B secr inh -6, MCF10A rereplic 7%, TGFb SMAD3 inh 4%, ATXN viability inconclusive, A549 tox 0%, HepG2 viability -3%, Nrf2 activator 0.2% and ATXN2 expr inh -10%.
`Cn1ncc(Cl)c1C(=O)Nc1ccc(Cl)cn1` gave Nrf2 inh inconclusive, IL1B secr inh 20, MCF10A rereplic 2%, TGFb SMAD3 inh 16%, ATXN viability inactive, A549 tox 6%, HepG2 viability -9%, Nrf2 activator 4.9% and ATXN2 expr inh 22%.
Screening O=C1NC(=O)C(CCc2ccccc2)(c2ccccc2)N1 (stereo unspecified) returned Nrf2 inh 2%, IL1B secr inh -4, MCF10A rereplic inconclusive, TGFb SMAD3 inh 3%, ATXN viability inactive, A549 tox 7%, HepG2 viability 8%, Nrf2 activator 0.2% and ATXN2 expr inh 8%.
Screening Cc1nc(SCC(=O)c2cc3ccccc3oc2=O)c(C#N)c(-c2cccs2)c1C(=O)Nc1ccccc1 returned Nrf2 inh -5%, IL1B secr inh -3, MCF10A rereplic 11%, TGFb SMAD3 inh -24%, ATXN viability inactive, A549 tox -11%, HepG2 viability -20%, Nrf2 activator -0.8% and ATXN2 expr inh -8%.
For COc1ccc(C(C)(O)c2nc(-c3ccc(S(C)(=O)=O)cc3)cs2)cc1 (stereo unspecified) the results were IL1B secr inh -5, TGFb SMAD3 inh 11%, ATXN viability inactive, HepG2 viability 3%, Nrf2 activator 3.4% and ATXN2 expr inh -15%.
COc1ccccc1CNC(=O)c1cccs1 was read as Nrf2 inh 15%, IL1B secr inh 22, MCF10A rereplic 1%, TGFb SMAD3 inh -7%, ATXN viability inactive, A549 tox 3%, HepG2 viability -4%, Nrf2 activator 2.0% and ATXN2 expr inh 21%.
CCOC(=O)c1cc(C)sc1/N=C/C1C(=O)CCCC1=O was read as Nrf2 inh -4%, IL1B secr inh 3, MCF10A rereplic 3%, TGFb SMAD3 inh 3%, ATXN viability inactive, A549 tox -5%, HepG2 viability 14%, Nrf2 activator 0.5% and ATXN2 expr inh 1%.
Screening COCC1CCCCN1C(=O)c1ccc(OC)c(OC2CCN(C(C)C)CC2)c1 (stereo unspecified) returned Nrf2 inh inconclusive, IL1B secr inh -3, MCF10A rereplic inconclusive, TGFb SMAD3 inh -3%, ATXN viability inactive, A549 tox -12%, HepG2 viability -11% and Nrf2 activator 5.5%.
Screening Cc1ccc(/C=N/N2CCN(c3ccncc3S(=O)(=O)N3CCCCC3)CC2)cc1 returned Nrf2 inh -29%, IL1B secr inh 12, MCF10A rereplic 1%, TGFb SMAD3 inh 8%, ATXN viability inactive, A549 tox -12%, HepG2 viability -9%, Nrf2 activator -0.5% and ATXN2 expr inh -22%.
`COCCOc1ccc(C(F)(F)F)cc1NC(=O)COC(=O)c1cc[n+]([O-])cc1` gave Nrf2 inh -2%, IL1B secr inh 23, MCF10A rereplic -12%, TGFb SMAD3 inh -4%, ATXN viability inactive, A549 tox 0%, HepG2 viability -5%, Nrf2 activator 0.3% and ATXN2 expr inh 0%.
Screening CC(=O)c1cccc(NC(=O)CN2C(=O)NC3(CCCCCCC3)C2=O)c1 returned IL1B secr inh 10, MCF10A rereplic inconclusive, TGFb SMAD3 inh -6%, ATXN viability inactive, A549 tox -6%, HepG2 viability -17%, Nrf2 activator 0.1% and ATXN2 expr inh -9%.
COc1cccc(NC(=O)CN(C)C(=O)c2ccc(Cl)c(S(=O)(=O)N3CCCCCC3)c2)c1 was read as Nrf2 inh 2%, IL1B secr inh -19, MCF10A rereplic inconclusive, TGFb SMAD3 inh 2%, ATXN viability inconclusive, A549 tox -4%, HepG2 viability -8%, Nrf2 activator 0.5% and ATXN2 expr inh -23%.
Screening Cc1ccc(-c2cc([C@H]3[C@H]4C=CC[C@@H](C)[C@@H]4C(=O)N3Cc3ccccc3)ccc2F)cc1 returned Nrf2 inh -10%, IL1B secr inh 15, MCF10A rereplic inconclusive, TGFb SMAD3 inh 0%, ATXN viability inactive, A549 tox -2%, HepG2 viability -19%, Nrf2 activator 1.2% and ATXN2 expr inh -13%.

Source: PubChem
